AID inhibitor: blocks human AID cytidine deaminase activity; Q9GZX7; AID deamination FRET fluorescence, UDG-coupled, 4 h; Potency, µM (series often up to 115 µM), for the others: at the highest dose activity change, negative = inhibition, most hits filed as inhibitors; 0.32% of 91,000 active; AID 1347428; also: nearly all actives have a fitted effect of over 25% in size
Target sequence (Q9GZX7 whole entry, looked up): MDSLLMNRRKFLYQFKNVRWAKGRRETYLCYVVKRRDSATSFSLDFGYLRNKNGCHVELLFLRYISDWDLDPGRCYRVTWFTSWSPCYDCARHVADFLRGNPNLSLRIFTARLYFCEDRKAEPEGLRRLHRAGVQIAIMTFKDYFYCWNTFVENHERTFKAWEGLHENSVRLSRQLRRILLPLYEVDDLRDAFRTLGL
UDG counter: blocks uracil-DNA glycosylase in AID counter-screen; 0.14% of 91,000 active; FRET deamination/UDG coupled assay, UDG read, 4 h; Potency, µM (doses to about 115 µM), for inactives: at the highest dose activity change, negative = inhibition, most hits filed as inhibitors; also: nearly all actives have a fitted effect of over 65% in size
The depositor's hits bear a star; & = joins results of further samples; [ ] = another dose, or the depositor's remark. Calls follow the shape of the dose curve; as a rule, active = well fitted curve in the direction sought with a large enough effect; inconclusive = small, poorly fitted or top-dose-only effect, or another doubt; inactive = no such curve, though single readings can be large; an effect the other way counts as inactive or inconclusive. % is scaled to controls: 0 for no effect and ±100 for the full control effect; potency is read from the fitted curve at half-maximal effect. An excerpt; count on the stated rates, not on these rows.

N#Cc1cccc(C(=O)C(C#N)C(=O)Nc2cccc(C(F)(F)F)c2)c1 (configuration not stated) was read as AID inhibitor -7% and UDG counter 2%.
O=C(CN1CCN(c2ccc(C(F)(F)F)cn2)CC1)NC1CCS(=O)(=O)C1 (configuration not stated) was read as AID inhibitor 1% and UDG counter -1%.
For NS(=O)(=O)c1ccc(N/N=C/c2ccccc2C(F)(F)F)c([N+](=O)[O-])c1 the results were AID inhibitor -1% and UDG counter -10%.
`COc1ccc(CCNC(=O)CSc2nnc(-c3ccc(C)cc3)c(-c3ccc(C)cc3)n2)cc1OC` gave AID inhibitor 16% and UDG counter 1%.
`O=[n+]1cc(-c2ccccc2)n([O-])c2ccccc21` gave AID inhibitor 25% and UDG counter -2%.
Screening CCOc1ccccc1NC(=O)Cn1c(=O)n(Cc2ccco2)c(=O)c2sc3ccccc3c21 returned AID inhibitor 22% and UDG counter 2%.
Cn1c(=O)n(C)c2cc(S(=O)(=O)Nc3ccccc3C(=O)O)ccc21 was read as AID inhibitor -3% and UDG counter 2%.
Screening CC(NC(=O)CC1CCCC1)c1ccccc1F (configuration not stated) returned AID inhibitor -8% and UDG counter 0%.
Cc1ccc(C)c(NC(=O)CSc2nc(-c3ccccc3Cl)nc3c2Cc2c(CO)cnc(C)c2O3)c1 was read as AID inhibitor -23% and UDG counter -18%.
`COC(=O)c1[nH]c2cc(Cl)ccc2c1C=O` gave AID inhibitor -4% and UDG counter 2%.
Screening CN(C(=O)c1ccc(C(=O)N(C)c2ccccc2)cc1)c1ccccc1 returned AID inhibitor -9% and UDG counter -3%.
For Cc1cccc(OC(=O)c2nc(SCc3ccccc3F)ncc2Cl)c1 the results were AID inhibitor -21% and UDG counter -9%.
c1ccc(C(NCCNC(c2ccccc2)c2ccccc2)c2ccccc2)cc1 was read as AID inhibitor -7% and UDG counter -3%.
Screening Cc1ccc(NC(=O)CCc2ncc(-c3ccccc3)o2)nc1 returned AID inhibitor -11% and UDG counter -10%.
Cc1ccc2oc(C(=O)NCC(c3cccs3)N3CCCCCC3)cc(=O)c2c1 (configuration not stated) was read as AID inhibitor 4% and UDG counter -2%.
COc1ccccc1CNC(=O)CN1C(=O)CCc2cc(S(=O)(=O)N3CCOCC3)ccc21 was read as AID inhibitor 13% and UDG counter 9%.
CNc1c(NC(=O)Nc2ccccc2Cl)c(=O)oc2ccccc12 was read as AID inhibitor -8% and UDG counter 22%.
For CCC(Sc1nnc2c(n1)[nH]c1ccccc12)C(=O)Nc1nnc(C(C)C)s1 (configuration not stated) the results were AID inhibitor 3% and UDG counter -5%.
`CCCN(CCC)C(=O)Cn1cnc2c1c(=O)n(C)c(=O)n2C` gave AID inhibitor 5% and UDG counter 5%.
For O=C(CCCn1c2ccccc2c(=O)c2ccccc21)Nc1cccc(Cl)c1 the results were AID inhibitor inconclusive and UDG counter -12%[57.5 µM].
CCOCCCNC(=O)C(NC(=O)C1CCC(C)CC1)C(C)CC (configuration not stated) was read as AID inhibitor -2% and UDG counter -9%.
O=[N+]([O-])c1ccc(Nc2ccccc2Cl)c2nonc12 was read as AID inhibitor -14% and UDG counter -2%.
Screening CNc1c(NC(=O)NCc2ccccc2)c(=O)oc2ccccc12 returned AID inhibitor -20% and UDG counter -4%.
CN(C(=O)C1CCCN(c2ncnc3c2nc2n3CCCCC2)C1)c1ccccc1F (configuration not stated) was read as AID inhibitor 4%[57.5 µM] and UDG counter -10%[57.5 µM].
N#Cc1nc(COc2ccc(Br)cc2)oc1NCc1cccnc1 was read as AID inhibitor 1% and UDG counter -5%.
For O=S(=O)(/C=C/c1ccccc1)Nc1ccc(Sc2nncs2)cc1 the results were AID inhibitor -4% and UDG counter -7%.
For O=C(NCCCN(C(=O)c1cccnc1)C1CCCCC1)c1nc2ccccc2c(=O)[nH]1 the results were AID inhibitor 2% and UDG counter 2%.
Screening CCS(=O)(=O)c1ccc(C(=O)N2CCN(c3nc4c(OC)ccc(C)c4s3)CC2)cc1 returned AID inhibitor 1% and UDG counter -8%.
`CCOC(=O)c1[nH]c(C)c(CCC(=O)N2CCN(c3ccc(OC)cc3)CC2)c1C` gave AID inhibitor -1% and UDG counter -1%.
Screening CCOc1ccc(CCNC(=O)CCc2c(C)nc3c4c(C)cc(C)nc4nn3c2C)cc1 returned AID inhibitor 22% and UDG counter -12%.
Screening Cc1nn(C)c2c1c(-c1ccccc1)cc(=O)n2CC(=O)Nc1ccccc1C(F)(F)F returned AID inhibitor -24% and UDG counter 8%.
CCC1CN(S(=O)(=O)c2ccc3c(c2)NC(=O)CC(=O)N3)c2cc(Cl)ccc2O1 (configuration not stated) was read as AID inhibitor -10% and UDG counter -10%.
CCC1CN(C(=O)N2CCC(C(=O)NCCOC)CC2)c2ccccc2O1 (configuration not stated) was read as AID inhibitor 3% and UDG counter 5%[57.5 µM].
Screening COC(=O)c1ccc(NC(=O)CCn2cnnn2)cc1 returned AID inhibitor 6% and UDG counter 4%.
Screening CSc1nc(-c2ccc(Cl)cc2)c(C#N)c(N2CCN(C)CC2)n1 returned AID inhibitor -9% and UDG counter -4%.
For COc1ccc(Cl)cc1NC(=O)c1sc(-n2nc(C)c(Cc3ccccc3)c2C)nc1C the results were AID inhibitor -4% and UDG counter -5%.
Screening N#Cc1nc(/C=C/c2ccccc2)oc1N1CCN(c2ccccc2)CC1 returned AID inhibitor -12% and UDG counter -8%.
Screening COCCCNc1nc(NCc2ccccc2OC)c2cnn(C)c2n1 returned AID inhibitor 46% and UDG counter 0%.
For COc1ccc(OC)c(NC(=O)CSc2nc(-c3ccccc3)nc3c2COC(C)(C)C3)c1 the results were AID inhibitor -4% and UDG counter 21%.
Screening O=C(CNC(=O)c1ccccc1F)OCc1cc(=O)n2nc(C3CC3)sc2n1 returned AID inhibitor 179%[activator] and UDG counter 0%.
Screening Nc1ccc(OC2CCCC2)c(Cl)c1 returned AID inhibitor 4% and UDG counter 11%.
Screening COc1ccccc1CNS(=O)(=O)c1cc(-c2cc(C)no2)ccc1C returned AID inhibitor inconclusive and UDG counter 31%[activator].
CCN(CC)S(=O)(=O)c1ccc(-c2csc(-c3ccc(OC)c(OC)c3)n2)cc1 was read as AID inhibitor -13% and UDG counter -13%.
CSc1ncc(C(=O)Nc2ccc(F)cc2F)c(-c2ccccc2)n1 was read as AID inhibitor -4% and UDG counter -1%[57.5 µM].
CCN(C(=O)c1oc2c(c1C)C(=O)CC(C)(C)C2)c1ccccc1 was read as AID inhibitor -15% and UDG counter inconclusive.
For Cc1ccc(N(Cc2cccs2)C(=O)c2ccccc2Cl)cc1 the results were AID inhibitor inconclusive and UDG counter -13%.
Cc1ccc(Cc2nc3ccccc3nc2SCC(=O)N2CCC(C)CC2)cc1 was read as AID inhibitor inconclusive and UDG counter -12%.
For CC(C)C(=O)OCc1cc(=O)n2nc(C3CC3)sc2n1 the results were AID inhibitor 231%[activator] and UDG counter -1%.
O=C(CN1CCCN(Cc2cccc(F)c2)S1(=O)=O)Nc1ccc2c(c1)OCCO2 was read as AID inhibitor inconclusive and UDG counter 2%.
For CC(C)c1nnc2ccc(N3CCC(C(=O)Nc4ccccc4N4CCCC4)CC3)nn12 the results were AID inhibitor -3% and UDG counter -6%.
Screening CCc1nc2onc(C)c2c(=O)n1CC(=O)O returned AID inhibitor 1% and UDG counter 6%.
Screening CN(Cc1ccc(CN(C)Cc2ccc3c(c2)OCO3)cc1)Cc1ccc2c(c1)OCO2 returned AID inhibitor -14% and UDG counter -3%.
Cc1ccc(NS(=O)(=O)c2cccc(C(=O)OCC(=O)NCc3ccco3)c2)c(C)c1 was read as AID inhibitor -2% and UDG counter 9%.
Screening Cc1nn(-c2ccc(N3CCCCC3)nn2)c(C)c1CCC(=O)NCc1ccc(OC(C)C)cc1 returned AID inhibitor 1% and UDG counter -1%[57.5 µM].
Screening CC1CCC(NC(=O)CCC2CCCO2)CC1 (configuration not stated) returned AID inhibitor 0% and UDG counter -7%.
Screening CCCCCCCCCCCCSCCC(=O)O returned AID inhibitor inconclusive and UDG counter -3%.
CCCCCOC(=O)CSc1ncnc2sc3c(c12)CCC(C)C3 (configuration not stated) was read as AID inhibitor 9% and UDG counter 8%.
Screening CC(=O)c1ccc(NC(=O)CSc2nc(C3CCCC3)nc3c2c(=O)n(C)c(=O)n3C)cc1 returned AID inhibitor -17% and UDG counter 2%.
O=S1(=O)CCN2C(c3ccc(Cl)cc3)=CSC2=N1 was read as AID inhibitor 3% and UDG counter -8%.
Screening Cc1cc(C)nc(NC(N)=NCc2cccnc2)n1 returned AID inhibitor -12%&8% and UDG counter -6%&8%.
`CCN(CC)CCNC(=O)CCn1c(=O)c2cccn2c2cccnc21` gave AID inhibitor 5% and UDG counter 3%.
For O=C(Nc1ccc(Br)cc1)c1cccc(S(=O)(=O)N2CCc3ccccc32)c1 the results were AID inhibitor 13% and UDG counter -5%.
`NC(=O)c1ccccc1NCC1CC1(Cl)Cl` (configuration not stated) gave AID inhibitor 38% and UDG counter -4%.
O=C(NCCc1cccc2cccnc12)c1cc(-c2ccccn2)nc2ccccc12 was read as AID inhibitor 9% and UDG counter 0%.
Screening O=C(CSCc1cnn(-c2ccccc2)c1-n1cccc1)NCc1ccccc1Br returned AID inhibitor inconclusive and UDG counter -2%[57.5 µM].
CC(=O)Nc1ccc(NCC(=O)NCc2ccc(Cl)cc2)c(C(F)(F)F)c1 was read as AID inhibitor -3% and UDG counter 1%.
For CNCCC(F)(F)F the results were AID inhibitor 1% and UDG counter -2%.
`Cc1ccccc1NC(=O)CSc1nc(=O)n(CCN2CCOCC2)c2c1CCC2` gave AID inhibitor 4% and UDG counter 2%.
For CN(CCCC#N)Cc1cccc(C#N)c1 the results were AID inhibitor 1% and UDG counter 8%.
`Cc1ccc(Nc2c(-c3ccc(C)cc3)nc3cnccn23)cc1` gave AID inhibitor inconclusive and UDG counter -19%.
Screening CCCCCn1c(=O)[nH]c2cc(C(=O)N3CCN(c4cc(Cl)ccc4C)CC3)ccc2c1=O returned AID inhibitor 5% and UDG counter -8%.
For CC(=O)N1CCc2cc(Br)cc(S(=O)(=O)CCC(=O)N3CCN(c4cccc(C)c4C)CC3)c21 the results were AID inhibitor -9% and UDG counter -10%.
`CC(OC(=O)CC12CC3CC(CC(Br)(C3)C1)C2)C(=O)Nc1ccc([N+](=O)[O-])cc1Cl` (configuration not stated) gave AID inhibitor 3% and UDG counter 10%.
CCCCNC(=O)CSc1nc2cc3c(cc2c(=O)n1CCCC(=O)NCc1ccc(OC)cc1)OCO3 was read as AID inhibitor 8% and UDG counter -4%.
For Cc1ccc(-n2ccnc(NCc3cccs3)c2=O)cc1C the results were AID inhibitor -18% and UDG counter 30%[activator].
Screening CNC(=O)/C=C(/O)c1ccccc1 returned AID inhibitor -7% and UDG counter 3%.
`O=C(NCCc1ccccc1)c1cnc2sc(N3CCCCCC3)nn2c1=O` gave AID inhibitor inconclusive and UDG counter -7%.
For COc1cccc(/C=C(\C#N)C(=O)Nc2ccc(NC(C)=O)cc2)c1OC the results were AID inhibitor 37%[activator] and UDG counter -10%.
For CSc1nccc(-c2cccs2)n1 the results were AID inhibitor 1% and UDG counter 6%.
O=S(=O)(c1ccccc1)c1nnn2c1nc(Nc1ccccc1)c1cc(Cl)ccc12 was read as AID inhibitor 8% and UDG counter -12%.
Screening CCOC(=O)c1c(Nc2ccc(C)cc2)nnc(-c2ccccc2)c1-c1ccccc1 returned AID inhibitor -22% and UDG counter -10%.
`Cc1cc2oc(=O)cc(CN3CCOCC3(C)C)c2cc1C(C)C` gave AID inhibitor -13% and UDG counter -1%.
Screening CC(C)CCNC(=O)c1cn(C)c2ccc(S(=O)(=O)N3CCOCC3)cc2c1=O returned AID inhibitor 4%[57.5 µM] and UDG counter -6%[57.5 µM].
`C/C(=N/Nc1cc(C(F)(F)F)ccc1Cl)c1cccc(Br)c1` gave AID inhibitor -6% and UDG counter 4%.

Quoted from the listing, 14 compounds:
`Cc1ccccc1NC(=O)CSc1nc(=O)n(CCN2CCOCC2)c2c1CCC2` gave AID inhibitor 4% and UDG counter 2%.
For CN(CCCC#N)Cc1cccc(C#N)c1 the results were AID inhibitor 1% and UDG counter 8%.
`Cc1ccc(Nc2c(-c3ccc(C)cc3)nc3cnccn23)cc1` gave AID inhibitor inconclusive and UDG counter -19%.
Screening CCCCCn1c(=O)[nH]c2cc(C(=O)N3CCN(c4cc(Cl)ccc4C)CC3)ccc2c1=O returned AID inhibitor 5% and UDG counter -8%.
For CC(=O)N1CCc2cc(Br)cc(S(=O)(=O)CCC(=O)N3CCN(c4cccc(C)c4C)CC3)c21 the results were AID inhibitor -9% and UDG counter -10%.
`CC(OC(=O)CC12CC3CC(CC(Br)(C3)C1)C2)C(=O)Nc1ccc([N+](=O)[O-])cc1Cl` (configuration not stated) gave AID inhibitor 3% and UDG counter 10%.
CCCCNC(=O)CSc1nc2cc3c(cc2c(=O)n1CCCC(=O)NCc1ccc(OC)cc1)OCO3 was read as AID inhibitor 8% and UDG counter -4%.
For Cc1ccc(-n2ccnc(NCc3cccs3)c2=O)cc1C the results were AID inhibitor -18% and UDG counter 30%[activator].
Screening CNC(=O)/C=C(/O)c1ccccc1 returned AID inhibitor -7% and UDG counter 3%.
`O=C(NCCc1ccccc1)c1cnc2sc(N3CCCCCC3)nn2c1=O` gave AID inhibitor inconclusive and UDG counter -7%.
For COc1cccc(/C=C(\C#N)C(=O)Nc2ccc(NC(C)=O)cc2)c1OC the results were AID inhibitor 37%[activator] and UDG counter -10%.
For CSc1nccc(-c2cccs2)n1 the results were AID inhibitor 1% and UDG counter 6%.
O=S(=O)(c1ccccc1)c1nnn2c1nc(Nc1ccccc1)c1cc(Cl)ccc12 was read as AID inhibitor 8% and UDG counter -12%.
Screening CCOC(=O)c1c(Nc2ccc(C)cc2)nnc(-c2ccccc2)c1-c1ccccc1 returned AID inhibitor -22% and UDG counter -10%.
